# MBNL1 CUG block = qHTS Assay for Inhibitors of MBNL1-poly(CUG) RNA binding; TR-FRET MBNL1-His/biotin-(CUG)12 binding, 665/545 ratio; Potency, µM (doses to about 57.5 µM), inactives show top-dose activity change, negative = inhibition, most hits filed as inhibitors; hit rate 0.036% among 280,000; AID 2675, 2010; active means well fitted inhibition curve with a large enough effect in the signal ratio, with a control signal flat, not every such curve was filed as active; inconclusive means small, poorly fitted or top-dose-only effect, or effect the other way, or a change in a side signal; inactive means no such curve, though single readings can be large or run the other way; the % refers to the signal ratio; further: on the % scale 0 is the no-effect control and ±100 the full control effect
# Target sequence (Q9NR56 whole entry, looked up): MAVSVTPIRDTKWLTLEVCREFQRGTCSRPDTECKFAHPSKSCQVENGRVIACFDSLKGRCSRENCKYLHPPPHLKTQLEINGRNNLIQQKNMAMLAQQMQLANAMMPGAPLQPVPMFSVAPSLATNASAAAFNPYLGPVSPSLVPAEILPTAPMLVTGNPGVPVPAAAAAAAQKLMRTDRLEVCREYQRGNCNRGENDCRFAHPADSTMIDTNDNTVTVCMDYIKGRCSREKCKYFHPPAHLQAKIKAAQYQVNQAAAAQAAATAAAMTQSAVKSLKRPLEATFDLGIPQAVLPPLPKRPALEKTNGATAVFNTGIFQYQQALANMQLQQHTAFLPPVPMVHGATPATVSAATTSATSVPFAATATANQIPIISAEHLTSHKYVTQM
#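 Ratiometric TR-FRET (665 over 545 nm, excitation 340 nm) tracks disruption of MBNL1-His/biotin-(CUG)12 complex after 60 min at room temperature, with compounds at 92 nM to 58 uM final.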
# NPC1 promoter act = qHTS Assay for NPC1 Promoter Activators. hit rate 2.4% among 320,000. Potency, µM (top dose mostly 9.22 µM), without a hit: top-dose activation, hits mostly activators. Huh7 NPC1 promoter luciferase reporter, 24 h;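 further: % of control where 0% means no effect; nearly all actives have a fitted effect of over 60% in size; reporter is driven by a mutant NPC1 promoter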
#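 Luminescence read-out of NPC1 promoter-driven luciferase in stably transfected Huh7 cells; compounds delivered in DMSO and left 24 h at 37C, 5% CO2, qHTS titration format.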
# RORgamma inh = qHTS for inhibitors of ROR gamma transcriptional activity. Nuclear receptor ROR-gamma (Mus musculus), P51450. Drosophila S2 Gal4-RORgamma UAS-luciferase reporter, 20 h. Potency, µM (doses to about 53.6 µM), for inactives: at the top dose activity change, negative = inhibition, hits mostly inhibitors. hit rate 5.4% among 310,000; further: on the % scale 0 is the no-effect control and ±100 the full control effect; nearly all actives have a fitted effect of over 60% in size
# Target sequence (P51450 whole entry, looked up, the tested form may be a part): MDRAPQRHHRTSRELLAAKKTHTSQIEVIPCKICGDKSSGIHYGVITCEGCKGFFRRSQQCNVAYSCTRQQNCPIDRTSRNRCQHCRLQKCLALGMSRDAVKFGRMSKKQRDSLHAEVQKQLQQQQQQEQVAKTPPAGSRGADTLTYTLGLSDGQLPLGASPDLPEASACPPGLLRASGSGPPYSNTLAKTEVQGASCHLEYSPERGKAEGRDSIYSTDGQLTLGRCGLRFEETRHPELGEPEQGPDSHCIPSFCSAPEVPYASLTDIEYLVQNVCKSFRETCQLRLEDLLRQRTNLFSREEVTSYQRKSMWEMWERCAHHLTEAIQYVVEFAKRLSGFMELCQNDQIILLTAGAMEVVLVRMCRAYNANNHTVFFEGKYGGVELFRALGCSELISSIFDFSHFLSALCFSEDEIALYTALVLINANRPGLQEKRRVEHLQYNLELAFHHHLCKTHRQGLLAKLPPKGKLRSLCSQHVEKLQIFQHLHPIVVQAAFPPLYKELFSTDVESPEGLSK
#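 Using a luciferase readout, inhibitors were identified by reduced reporter activity in Drosophila cells coexpressing a copper-inducible Gal4–ROR gamma fusion and UAS-driven Photinus luciferase, incubated 20 hr after 700 uM copper sulfate.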
# ELG1 genotox = qHTS screen for small molecules that induce genotoxicity in human embryonic kidney (HEK293T) cells expressing luciferase-tagged ELG1; AID 504466, 2011; Potency, µM (highest dose often 46 µM), for the others: at the top dose activity change, positive = activation, actives largely listed as activators; hit rate 1.3% among 330,000; HEK293T ELG1-luciferase reporter, luminescence, 16 h; further: % of control where 0% means no effect; nearly all actives have a fitted effect of over 60% in size
#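 Genotoxicity was scored as increased ELG1-luciferase reporter signal, measured by ONE-Glo luminescence (30 min, room temperature). Compound or vehicle exposure of the HEK293T reporter cells lasted 16 hr at 37°C.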
# BRCA1 expr up = qHTS Assay to Identify Small Molecule Activators of BRCA1 Expression. MCF7-BRCA1-FFLuc reporter, luminescence, 48 h; response scale: scaled: vehicle 0%, 10 µM genistein 100%. Potency, µM (highest dose often 46.1 µM), without a hit: at the highest dose activation, usual class: activators. hit rate 1.1% among 380,000; further: nearly all actives have a fitted effect of over 80% in size; some results filed as inactive show a strong effect at the top dose
#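 First, MCF7-BRCA1-FFLuc cells (2000/well) attach for 2 h; next, compounds are pin-added and incubated 48 h at 37 °C; finally, luciferase reagent is added and luminescence read after 15 min.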
# p53 reactivation = qHTS assay for re-activators of p53 using a Luc reporter | H1299 p53-A138V BP100-luciferase reporter, luminescence, 24 h | Potency, µM (highest dose often 92.2 µM), inactives show top-dose activity change, positive = activation, actives largely listed as activators | hit rate 0.063% among 320,000 | AID 504706, 2011; further: % of control where 0% means no effect; nearly all actives have a fitted effect of over 45% in size
#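 p53-null H1299 cells stably carrying temperature-sensitive p53-A138V and a BP100-luciferase reporter were pinned with compounds (4-point, 1:5 series) and held 24 hrs at 37 deg C. Luminescence was read 10 min after detection reagent.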
# Rab9 promoter act = qHTS Assay for Rab9 Promoter Activators | Huh7 Rab9 promoter-luciferase reporter, luminescence, 24 h | Potency, µM (titrated, usually from 9.22 µM), inactives show at the highest dose activation, negative = inhibition, most hits filed as activators | hit rate 2.8% among 320,000; further: % of control where 0% means no effect; nearly all actives have a fitted effect of over 60% in size
#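 Stable Rab9-luc Huh7, 1500 cells/well, 2 h settle; cmpd in DMSO, 24 h, 37 °C/5% CO2; luciferase reagent 10 min RT; luminescence.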
# uPA surface inh = qHTS for Inhibitors of Cell Surface uPA Generation | AID 540303, 2011 | hit rate 0.31% among 330,000 | Potency, µM (series often up to 38.3 µM), without a hit: at the top dose activity change, negative = inhibition, most hits filed as inhibitors | cell surface uPA generation assay, qHTS; active means well fitted inhibition curve with a large enough effect; inconclusive means small, poorly fitted or top-dose-only effect; inactive means no such curve, though single readings can be large or run the other way; tested in mouse RAW 264.7 cells; further: on the % scale 0 is the no-effect control and ±100 the full control effect; nearly all actives have a fitted effect of over 55% in size
# FLuc counter = qHTS profiling assay for firefly luciferase inhibitor/activator using purifed enzyme and Km concentrations of substrates (counterscreen for miR-21 project). hit rate 6.9% among 360,000. purified FLuc, Km substrates, luminescence inhibition. Potency, µM (doses to about 57.5 µM), for the others: top-dose activity change, negative = inhibition, hits mostly inhibitors;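 further: plate controls were vehicle for no effect and reference inhibitor for full effect; nearly all actives have a fitted effect of over 55% in size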
#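 Biochemical qHTS of compounds, final roughly 60 µM downward over six points, against 10 nM purified firefly luciferase using Km concentrations of substrates (10 uM D-luciferin, 10 uM ATP) in Tris acetate pH 7.5 buffer; luminescence output.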
# VP16 counter = VP16 counterscreen qHTS for inhibitors of ROR gamma transcriptional activity; Drosophila S2 Gal4-VP16 UAS-luciferase, luminescence, 20 h; Potency, µM (titrated, usually from 53.6 µM), without a hit: at the top dose activity, negative = inhibition, hits mostly inhibitors; hit rate 3.5% among 310,000; AID 2546, 2010;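 further: Gal4-VP16 expression switched on by copper sulfate through the metallothionein promoter; on the % scale 0 is the no-effect control and ±100 the full control effect; nearly all actives have a fitted effect of over 50% in size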
# Starred values were filed as active, the others as inactive; ? = inconclusive; . = not tested or not shown; & = joins results of further samples; [ ] = another dose, or the depositor's remark. Unless noted, the call rests on the fitted dose curve; in most records, active means well fitted curve in the direction sought with a large enough effect; inconclusive means small, poorly fitted or top-dose-only effect, or another doubt; inactive means no such curve, though single readings can be large; an effect the other way counts as inactive or inconclusive. Potency means the concentration at half of the fitted maximal effect. Rows are unselected; overall some 13% were active at least once.
entry	structure	MBNL1 CUG block	NPC1 promoter act	RORgamma inh	ELG1 genotox	BRCA1 expr up	p53 reactivation	Rab9 promoter act	uPA surface inh	FLuc counter	VP16 counter
1	O=C(CN(C(=O)CNC(=O)c1cccs1)c1ccc(F)cc1)NC1CCCCC1	-7.9%	-5.9%	-12.7%	3.4%	0.4%	-5.1%	-0.2%	-2.6%	0.9%	4.0%
2	CN(C)S(=O)(=O)c1cccc(-c2csc(=Nc3ccccc3)n2CCCN2CCOCC2)c1	6.4%	-0.8%	12.9%	-4.6%	-42.2%	-3.8%	1.1%	11.5%	4.3%	10.3%
3	CCOC(=O)N1CCN(C2=CC(=O)OC23CCCCC3)CC1	-2.4%	-0.6%	13.2%	-0.7%	1.0%	6.1%	-0.4%	14.6%	-14.7%	-0.8%
4	CCCS(=O)(=O)c1nc(S(=O)(=O)c2ccc(C)cc2)c(N2CCC3(CC2)OCCO3)s1	0.8%	-4.3%	2.3%	-6.3%	-21.9%	0.6%	-0.4%	-5.2%	2.8%	-9.1%
5	O=C(O)C1=NOC(CNC(=O)c2ccccc2Cl)C1 (stereo unspecified)	2.3%	-4.7%	-14.7%	2.3%	7.0%	-1.5%	8.3%	0.5%	1.7%	-2.5%
6	Cn1c(=O)c2ncn(CC(=O)Nc3ccc(N4CCOCC4)cc3)c2n(C)c1=O	45.6%[activator]	-0.1%	16.2%	1.0%	-6.5%	0.0%	-1.9%	.	-0.1%	-1.7%
7	COc1ccccc1C(=O)O/N=C(/C)c1ccc(N2C(=O)C3CCCCC3C2=O)cc1 (stereo unspecified)	-11.6%	8.2%	21.8%	4.2%	15.2%	2.3%	-0.2%	-4.9%	-13.0%	3.2%
8	CCc1c(C)nc(Nc2nc(C)c3ccc(OC)cc3n2)[nH]c1=O	8.5%	16.4%	3.0%	?	52.4%	1.9%	?	5.6%	?	-12.1%
9	Cc1[nH]c2ccccc2c(=O)c1CN1CCCCCC1	-13.8%	-2.9%	-14.1%	-0.5%	-1.5%	-5.9%	1.3%	4.5%	2.0%	7.7%
10	CCCC(=O)N(Cc1cccnc1)c1nc2c(OC)ccc(Cl)c2s1	-0.6%	3.0%	0.6%	3.5%	16.2%	-4.2%	-5.3%	1.4%	1.0%	-0.3%
11	CC(=O)CCSc1ncnc2sc(-c3ccccc3)cc12	-3.4%	4.8%	-4.3%	-8.2%	?	-3.5%	9.8%	-8.4%	0.9%	6.3%
12	O=C1CCc2cc(S(=O)(=O)NCc3ccccc3Cl)cc3c2N1CC3	.	-0.7%	.	13.6%	-21.5%&8.3%	4.7%	-1.2%	?	2.4%&5.8%	.
13	O=[N+]([O-])c1cc(S(=O)(=O)N2CCCC2)ccc1N/N=C/c1ccncc1	?	-4.2%	-6.7%	7.3%	11.8%	-6.4%	-8.2%	-1.8%	3.7%	?
14	Cc1ccc(NC(=O)CN2C(=O)COc3ccc(S(=O)(=O)N4CCOCC4)cc32)cc1N(C)C	0.4%	-0.4%	-24.9%	0.6%[9.26 µM]	-7.4%	5.2%	2.4%	-2.8%	5.8%&-2.5%	-0.6%
15	COc1cc(/C=N/NC(=O)CCc2c(C)n[nH]c2C)cc(OC)c1OC	-2.2%	-1.4%	-0.7%	-5.1%	-1.2%	-1.0%	3.4%	-0.9%	0.7%	1.3%
16	CN1CCN(S(=O)(=O)c2cccc(C(=O)Nc3cc(Cl)ccc3N3CCOCC3)c2)CC1	.	-3.1%	.	-0.5%	1.1%	-5.7%	0.2%	-3.2%	2.4%	.
17	CC1(C)CC2(CC(C)(C)NC(=O)N2)NC(=O)N1	-1.8%	-1.2%	-1.4%	1.8%	-7.6%	-1.7%	-1.8%	4.5%	-1.6%	-5.5%
18	CCCN1CCN(C(=S)Nc2ccc([N+](=O)[O-])cc2)CC1	?	6.5%	21.9%	0.2%	-13.3%	-12.6%	-1.7%	-0.3%	?	-0.6%
19	C=CCn1cc(-c2ccccc2)cc(C#N)c1=O	?	2.7%	-1.8%	0.5%	0.0%	-2.0%	-5.2%	-1.9%	-0.5%	21.9%
20	O=C(C(c1ccccc1)c1ccccc1)N1CCCc2ccccc21	-4.7%	0.1%	?	9.5%	-30.5%	?	-2.2%	-1.4%	?	-26.6%
21	CCc1nc(N2CCOCC2)c(C#N)c2c1COC(C)(C)C2	-2.4%	-1.4%	0.0%	-0.2%	8.9%	3.4%	8.0%	4.9%	0.9%	-3.1%
22	COCCNC(=O)/C(C#N)=C/c1cc(C)n(-c2ccc(C)cc2)c1C	?	1.58µM*	2.8%	4.11µM*	?	6.1%	1.58µM*	-10.5%	0.953µM*	?
23	Cc1ccc(-c2nn(-c3ccccc3)cc2/C=C(\C#N)C(=O)NCc2ccccc2)cc1	.	-4.5%	-3.2%	?	-61.6%	7.5%	-13.3%	-1.8%	-1.6%	-14.7%
24	COc1ccc(CCNC(=O)CN(CCc2ccccc2)S(C)(=O)=O)cc1OC	-1.6%	-0.8%	1.5%	-1.9%	-18.4%	-0.2%	0.3%	-7.4%	0.4%	-3.3%

# Record cards (already shown).
# COc1cc(/C=N/NC(=O)CCc2c(C)n[nH]c2C)cc(OC)c1OC as listed: MBNL1 CUG block: -2.2%; NPC1 promoter act: -1.4%; RORgamma inh: -0.7%; ELG1 genotox: -5.1%; BRCA1 expr up: -1.2%; p53 reactivation: -1.0%; Rab9 promoter act: 3.4%; uPA surface inh: -0.9%; FLuc counter: 0.7%; VP16 counter: 1.3%
# CC(=O)CCSc1ncnc2sc(-c3ccccc3)cc12 as listed: MBNL1 CUG block: -3.4%; NPC1 promoter act: 4.8%; RORgamma inh: -4.3%; ELG1 genotox: -8.2%; BRCA1 expr up: ?; p53 reactivation: -3.5%; Rab9 promoter act: 9.8%; uPA surface inh: -8.4%; FLuc counter: 0.9%; VP16 counter: 6.3%

# Four of these compounds, reformatted:
# Values run as follows: MBNL1 CUG block, NPC1 promoter act, RORgamma inh, ELG1 genotox, BRCA1 expr up, p53 reactivation, Rab9 promoter act, uPA surface inh, FLuc counter, VP16 counter
[23] Cc1ccc(-c2nn(-c3ccccc3)cc2/C=C(\C#N)C(=O)NCc2ccccc2)cc1
 : ., -4.5%, -3.2%, ?, -61.6%, 7.5%, -13.3%, -1.8%, -1.6%, -14.7%
[11] CC(=O)CCSc1ncnc2sc(-c3ccccc3)cc12
 : -3.4%, 4.8%, -4.3%, -8.2%, ?, -3.5%, 9.8%, -8.4%, 0.9%, 6.3%
[3] CCOC(=O)N1CCN(C2=CC(=O)OC23CCCCC3)CC1
 : -2.4%, -0.6%, 13.2%, -0.7%, 1.0%, 6.1%, -0.4%, 14.6%, -14.7%, -0.8%
[21] CCc1nc(N2CCOCC2)c(C#N)c2c1COC(C)(C)C2
 : -2.4%, -1.4%, 0.0%, -0.2%, 8.9%, 3.4%, 8.0%, 4.9%, 0.9%, -3.1%

# Assay outcomes deposited in PubChem BioAssay by National Center for Advancing Translational Sciences (NCATS).
